Nrf2 activator: activates Nrf2 signaling. AREc32 ARE-luciferase reporter (MCF7-derived line), luminescence, 24 h. Potency, µM (top dose mostly 46.1 µM), without a hit: top-dose activation, hits mostly activators. 0.31% of 410,000 active. AID 624171; also: potency is read from the fitted curve at half-maximal effect; % of control where 0% means no effect; nearly all actives have a fitted effect of over 65% in size
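AREc32 cells carrying an ARE-driven firefly luciferase, 1000 cells/well in OPTI-MEM with 5% FBS, dosed after overnight attachment and incubated 24 hr at 37 deg C. Steady-Glo luminescence read after 30 min at RT.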
TGFb inhibitor: blocks TGF-b signaling; HepG2 CAGA-GFP TGF-b/SMAD3 reporter, GFP fluorescence, 18 h; TGF-beta stimulated, 500 pg/mL final; Potency, µM (doses to about 46.1 µM), for inactives: at the top dose activity, negative = inhibition, hits mostly inhibitors; 1.2% of 410,000 active; AID 588855; also: potency is read from the fitted curve at half-maximal effect; % is scaled to controls: 0 for no effect and ±100 for the full control effect; nearly all actives have a fitted effect of over 65% in size
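Cell-based qHTS in HEPG2 carrying a CAGA-GFP Smad reporter; compounds added before 500 pg/mL final TGF-beta, 18 h incubation at 37 degrees C, GFP fluorescence quantified per cell by imaging cytometry.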
pAkt inh: inhibitors of Akt phosphorylation; activity change, % for hits at 50 µM; Neuro2A IGF-stimulated pAkt S473 HTRF, 20 min; active compounds read low; 0.32% of 360,000 active; in the data active = activity change below about -80%; inconclusive = mostly about -51% to -80%; also: % is scaled to controls: 0 for no effect and ±100 for the full control effect
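Neuro2A cells in DMEM with 0.5% FBS, overnight at 37 deg C, given compound at single 50 µM final, then IGF (6 nM final) for 20 min at 37 deg C. Lysed; phospho-Akt Ser473 by HTRF after 24 h, 665/615 ratio.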
Mm-Cpn inhibitor: inhibitors of Methanococcus maripaludis chaperonin (MmCpn); purified Mm-Cpn ATPase, ADP Transcreener TR-FRET; Potency, µM (doses to about 76.9 µM), inactives show at the top dose activity, negative = inhibition, usual class: inhibitors; 0.031% of 330,000 active; also: potency is read from the fitted curve at half-maximal effect; % is scaled to controls: 0 for no effect and ±100 for the full control effect; nearly all actives have a fitted effect of over 80% in size
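Quantitative HTS used 25 nM Mm-CPN and 10 uM ATP in magnesium/KCl Tris buffer, pH 7.4, with 1 mM DTT. Hydrolysis ran 30 min at 37°C; ADP was read by HTRF.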
Abeta yeast res: A-beta toxicity reversal in yeast | yeast expressing A-beta42, growth rescue, OD600, 48 h; response scale: 0% DMSO, 100% iron-clioquinol control | Potency, µM (titrated, usually from 46.1 µM), for inactives: top-dose growth rescue, hits mostly activators | 0.063% of 410,000 active | AID 1347071; also: potency is read from the fitted curve at half-maximal effect; nearly all actives have a fitted effect of over 55% in size
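Yeast A-beta toxicity model in growth medium with pinned compounds, 48 h at 30 C; growth read as absorbance at 600 nm. Normalized to FeCl3/clioquinol equimolar mix (positive) and DMSO (negative).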
A549 viability: kills or reduces viability of A549 cells in Nrf2 counter-screen; A549 ARE-Fluc cells, CellTiter-Fluor viability, 18-24 h; Potency, µM (series often up to 46 µM), for the others: at the top dose activity change, negative = cytotoxicity, usual class: inhibitors; 0.16% of 390,000 active; also: potency is read from the fitted curve at half-maximal effect; % is scaled to controls: 0 for no effect and ±100 for the full control effect
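A549 ARE-Fluc cells in 5% FBS OPTI-MEM, 5000 cells/well, rested 2 h then exposed to compounds in concentration-response for 18-24 h at 37 °C. Viability by CellTiter-Fluor fluorescence (Ex 405/Em 525) after 30 min; luciferase luminescence (BugLite, 15 min, RT) read afterwards.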
HepG2 tox: HepG2 cytotoxicity, counter-screen for TGF-b inhibitors. Potency, µM (titrated, usually from 46.1 µM), inactives show top-dose activity change, negative = cytotoxicity, most hits filed as cytotoxic. HepG2 CAGA-GFP viability, ATP luminescence, 18 h. 0.76% of 410,000 active; also: potency is read from the fitted curve at half-maximal effect; some results filed as inactive show a strong effect at the top dose
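CellTiter-Glo luminescence gave cytotoxicity after 18 hours at 37 degrees C. The cells were HepG2 CAGA-GFP in 1% FBS DMEM, stimulated with 500 pg/mL TGF-beta after compound addition. %Activity was normalised to no-cell wells (complete cell-killing) and DMSO (no toxicity), and curves were fitted and classified.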
CCT modulator: modulators of cytosolic chaperonin (CCT/TRiC) activity. purified chaperonin ATPase assay, HTRF ADP detection, 30 min. activity change, % (no concentration beside the values), hits read low. 0.3% of 360,000 active. AID 651819; in the data active = activity change below about -30%; also: % is scaled to controls: 0 for no effect and ±100 for the full control effect
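TRiC (40 or 20 nM final, by batch activity) in 30 mM Tris pH 7.4, 100 mM KCl, 5 mM MgCl2, 1 mM DTT was treated with compound at 76 uM single dose, then 10 uM ATP, 30 min at 37 °C. ADP was read by HTRF Transcreener.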
Nrf2 inh: inhibitors of Nrf2 signaling; 2.1% of 360,000 active; Potency, µM (doses to about 46 µM), for the others: at the highest dose activity change, negative = inhibition, usual class: inhibitors; A549 ARE-Fluc reporter, luciferase luminescence, 18-24 h; AID 504444; also: potency is read from the fitted curve at half-maximal effect; % is scaled to controls: 0 for no effect and ±100 for the full control effect; nearly all actives have a fitted effect of over 60% in size
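Concentration-response testing used A549 ARE_Fluc cells at 5000 cells/well. Following an 18-24 h compound incubation, viability was read by fluorescence (Ex 405/Em 525) and luciferase output by luminescence.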
* = called active by the depositor; i = inactive; ? = inconclusive; · = no result given; & = joins results of further samples; [ ] = another dose, or the depositor's remark. Unless noted, calls follow the shape of the dose curve; as a rule, active = well fitted curve in the direction sought with a large enough effect; inconclusive = small, poorly fitted or top-dose-only effect, or another doubt; inactive = no such curve, though single readings can be large; an effect the other way counts as inactive or inconclusive.

SMILES	Nrf2 activator	TGFb inhibitor	pAkt inh	Mm-Cpn inhibitor	Abeta yeast res	A549 viability	HepG2 tox	CCT modulator	Nrf2 inh
CCCCOc1ccc(/C=N/NC(=O)C2CCCNC2=O)cc1 (centres undefined)	-0.3%	10%	i	0%	28%	-9%	12%	-1.7	9%
CCOC(=O)c1ccc(NC(=O)C(C)N2C(=O)c3ccccc3C2=O)cc1 (centres undefined)	-0.5%	0%	i	-2%	-2%	-5%	1%	-2.4	4%
COc1ccc(OC)c(S(=O)(=O)N(C)CC(=O)N2CCCCC2)c1	0.1%	-8%	i	-1%	-3%	2%	1%	-1.9	4%
Cc1ccccc1N(CC(=O)NCC1CCCO1)C(=O)C1(C)CC(=O)N=C2C=CC=CN21 (centres undefined)	-0.4%	0%	i	-3%	-2%	6%	-6%	-1.5	·
CCN(CC)C(=O)CSc1ncnc2c1nnn2-c1ccc(OC)cc1	0.3%	11%	i	0%	-2%	-1%	-14%	-0.1	-5%
O=C(COc1ccccc1C(=O)Nc1ccccc1)NCCc1ccccc1	0.1%	-12%	i	5%	-14%	-6%	3%	-0.8	8%
CC(C)(C)NC(=O)c1cc([N+](=O)[O-])ccc1N1CCCCC1	-0.2%	-1%	i	1%	3%	-10%	2%	-1.3	1%
COc1ccc(OC)c(N2C(=O)CC(C(C)c3ccccc3)C2=O)c1 (centres undefined)	2.1%	1%	·	-4%	7%	2%	-10%	-1.6	-4%
CN(Cc1ccco1)c1ncnc2ccc(-c3ccoc3)cc12	11%	-14%	·	1%&-2%	-14%	1%	-44%	·	0%
Cc1ccc2nc(Cl)c3cc(C(=O)N4CCCCC4C)sc3c2c1 (centres undefined)	0.4%	-16%	·	·	0%	12%	1%	·	7%
COc1ccc([C@H]2CC(=O)C=C(c3ccc(Cl)c(C(F)(F)F)c3)C2)cc1OC	-0.4%	?	i	-2%	4%	?	-38%	-1.5	16µM*
O=c1cc(O)c2c(=O)n(Cc3ccccc3)c3ccccc3c2o1	3.4%	-5%	i	-14%	-74%[inhibitor]	-19%	-14%	-0.5	?
COc1ccccc1CNC(=O)c1ccc(-c2ccccc2Cl)o1	0.3%	16µM*	i	-7%	2%	-6%	-40%	0.8	-10%
CCOc1ccc(NC(=O)C2C3C=CC4(CN(C(C(=O)OC)C(C)C)C(=O)C24)O3)cc1 (centres undefined)	-0.9%	1%	i	0%	-10%	-13%	-3%	-0.2	-6%
O=C(NC(=S)NC1CCCCC1)c1ccc(Cl)cc1	0.5%	?	i	2%	?	16%	-16%	-1.4	?
O=C1CN(S(=O)(=O)c2ccccc2)CC(=O)N1CCc1ccccc1	0.1%	-27%	i	2%	-5%	-6%	5%	0.1	13%
Cc1ccc(C(C)C)c(OCCCn2c(=O)oc3ccccc32)c1	-0.7%	-27%	·	·	-8%	6%	-26%	·	-13%
Cc1ccc(-c2noc(CCC(=O)N3CCCc4ccccc43)n2)cc1	-0.2%	-5%	i	1%	-20%	-4%	-1%	-0.7	?
CC(Sc1nc(-c2ccccc2)cc(C(F)(F)F)n1)C(=O)Nc1sc2c(c1C#N)CCC2 (centres undefined)	-0.5%	0%	i	1%	19%	-4%	1%	-2.7	-20%
COc1cc(NC(=O)CSc2nc(-c3cccs3)cc(C(F)(F)F)n2)cc(OC)c1OC	-0.9%	-2%	·	·	-14%	-11%	-3%	·	?
OC(Cc1ccnc2ccccc12)C(Cl)(Cl)Cl (centres undefined)	-0.9%	9%	i	·	-6%	-15%	-2%	-1.4	18µM*
CCN(CC)S(=O)(=O)c1cccc(-c2nnc(-c3ccc(C)cc3)o2)c1	3.2%	-10%	i	0%	?	-3%	-10%	-0.9	12%
CC(=NN=C(C)c1ccc(O)cc1)c1ccc(O)cc1	3.3%	0%	i	·	1%	2%	-10%	-2.0	4%
COC(=O)C1CCN(C(=O)COC(=O)C2CCN(S(=O)(=O)c3ccc(C)c(C)c3)CC2)CC1	0.3%	-18%	i	2%	-1%	4%	2%	3.3	5%

3 records picked at random from the list so far, as already listed:
SMILES	Nrf2 activator	TGFb inhibitor	pAkt inh	Mm-Cpn inhibitor	Abeta yeast res	A549 viability	HepG2 tox	CCT modulator	Nrf2 inh
OC(Cc1ccnc2ccccc12)C(Cl)(Cl)Cl (centres undefined)	-0.9%	9%	i	·	-6%	-15%	-2%	-1.4	18µM*
CC(=NN=C(C)c1ccc(O)cc1)c1ccc(O)cc1	3.3%	0%	i	·	1%	2%	-10%	-2.0	4%
CCOc1ccc(NC(=O)C2C3C=CC4(CN(C(C(=O)OC)C(C)C)C(=O)C24)O3)cc1 (centres undefined)	-0.9%	1%	i	0%	-10%	-13%	-3%	-0.2	-6%

The list goes on:
SMILES	Nrf2 activator	TGFb inhibitor	pAkt inh	Mm-Cpn inhibitor	Abeta yeast res	A549 viability	HepG2 tox	CCT modulator	Nrf2 inh
O=C1CCc2cc(S(=O)(=O)Nc3ccc(F)cc3)ccc2N1	-0.6%	0%	i	1%	3%	0%&6%	-4%	0.3	?
O=C(CSc1nc2ccccc2o1)NC1CCS(=O)(=O)C1 (centres undefined)	-0.2%	-12%	i	1%	14%	0%	5%	-0.8	0%
O=C(OCC(=O)N1CCN(c2ccccc2)CC1)c1ccccc1OC(F)F	0.5%	-15%	i	-3%	-14%	-1%	-2%	1.2	11%
O=C(Cn1ncc2c([nH]c3ccccc32)c1=O)NCC1CCN(Cc2ccc(F)cc2)CC1	-0.1%&-0.1%	28%&10%	i	2%	-4%&-1%	-2%&0%	17%&-1%	-0.6	-10%&25%
Cc1nc2c(C(=O)NCc3ccccc3Cl)cnn2c(C)c1Cc1c(F)cccc1Cl	-0.4%	-22%	·	·	-2%	-5%	6%	·	·
C[C@H](CO)N1C[C@H](C)[C@@H](CN(C)S(=O)(=O)c2ccccc2)Oc2ccc(NC(=O)Cn3cnnn3)cc2C1=O	-0.8%	9%	i	1%	7%	1%	8%	-0.6	12%
O=C(NCc1nnnn1-c1ccc(Cl)cc1)c1ccc([N+](=O)[O-])o1	?	?	i	·	-2%	·	-116%	1.0	·
O=C(Nc1ccc(S(=O)(=O)Nc2ncccn2)cc1)c1cc([N+](=O)[O-])ccc1Cl	6.6%	9%	i	-1%	-12%	2%	1%	-2.2	1%
C[C@]12C(=O)N(c3cccc(F)c3)C(=O)N1[C@H]1c3ccccc3OC[C@@H]1[C@H]2c1ccccc1	-0.9%	-11%	i	-1%	5%	-5%	1%	0.0	-23%
Cc1csc2nc(COC(=O)COc3ccccc3F)cc(=O)n12	4.9%	-6%	·	·	10%	0%	-8%	·	21%
Cc1ccccc1OCC(O)CN(CCO)Cc1ccccc1 (centres undefined)	-0.5%	0%	i	0%	-17%	4%	7%	-2.0	5%
COC(=O)c1cnn(C(=O)c2ccccc2Br)c1N	-0.5%	10%	i	1%	14%	?	-14%	-0.7	-18%
COc1ccc(CCNC(=O)CN2c3cccc4cccc(c34)S2(=O)=O)cc1	5.4%	16%	i	-5%	4%	10%	-9%	-6.2	-25%
O=C(NCc1ccc(F)cc1)c1ccc[nH]1	0.2%	-1%	i	1%	-19%	0%	-3%	0.6	-13%
Cc1c(C(=O)N2CCOCC2)c(S(=O)(=O)Nc2ccc(F)cc2)c(C)n1C	0.1%	1%	i	0%	10%	-2%	-2%	-0.2	-5%
CC(=O)c1cccc(Nc2nc(-c3cccnc3)cs2)c1	4.6%[9.22 µM]	-2%	i	-3%	9%	6%	-7%	0.1	4%
CC(C)(C)NC(=O)c1cc(-c2ccccc2)n[nH]1	0.0%	17%	i	5%	13%	-8%	-21%	-9.5	4%
COc1ccc(CN(C)c2ncnc(N)n2)cc1	-0.7%	15%	i	2%	13%	5%	-10%	2.6	18%
COc1ccc(Nc2nccc3c2ncn3C)cc1	-0.9%	32%	i	·	-12%	2%	-55%	-4.0	-2%
CCc1cccc(C)c1NC(=O)COC(=O)c1ccc2c(c1)S(=O)(=O)c1ccccc1C2=O	0.2%	0%	i	-9%	0%	-4%	9%	-3.9	3%
CC(C)NC(=O)c1onc(CSc2cccc(F)c2)c1C(=O)O	-0.5%	4%	i	-1%	-1%	-5%	-1%	-2.9	6%
COc1ccccc1CNC(=O)Cc1c(C)c2c(cc(C)c3c(C)c(C)oc32)oc1=O	-0.9%	-16%	·	·	-12%	2%	-24%	·	2%
CCOC(=O)CNS(=O)(=O)c1cc(-c2nn(C)c(=O)c3ccccc23)ccc1C	-0.3%	-10%	i	0%	2%	-1%	-25%	-1.5	17%
Cc1ccc2oc(-c3cccc(NC(=S)NC(=O)/C=C/c4ccco4)c3)nc2c1	24%	?	i	-1%	6%	-3%	-11%	-4.6	·
CCCCCCC(=O)N=Nc1c(O)[nH]c2ccc([N+](=O)[O-])cc12	0.3%	10%	i	0%	12%	-10%	0%	-1.8	2%
CCC(Sc1nc2ccncc2[nH]1)C(=O)Nc1cc(Cl)ccc1C (centres undefined)	2.7%&8.7%	?	i	-2%	-11%&-9%	-7%&-6%	-22%&-36%	0.0	-21%&0%
O=C(/C=C/c1ccc([N+](=O)[O-])cc1)NNC(=O)C1CC1	0.1%	-9%	i	0%	7%	0%	-6%	-1.4	1%
Cc1ccc(SCC(=O)Nc2ccc3oc(-c4ccc(F)cc4)nc3c2)cc1	1.5%	2%	·	·	5%	-6%	-6%	·	14%
COc1ccc(N2CCN(Cc3cc(=O)oc4ccc5ccccc5c34)CC2)cc1	3.5%	-5%	i	0%	17%	-7%	2%	1.5	12%

Screens: PubChem, National Center for Advancing Translational Sciences (NCATS)
